IMP-1 inhibitor: inhibitors of Pseudomonas aeruginosa IMP-1 metallo-beta-lactamase. purified IMP-1, nitrocefin hydrolysis, epi-absorbance fluorescence. inhibition, % at 5.6 µM. hit rate 0.45% among 290,000. AID 1556;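 active = inhibition above the mean plus 3 SD of all compounds in the same screening run, cut at about 4.5% in these data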;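 note: 0% = IMP-1 with DMSO and 100% = DMSO wells lacking enzyme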
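System: Purified IMP-1 | Read-out basis: Percent enzyme inhibition | Controls: IMP-1 with DMSO as 0%, enzyme-free DMSO as 100% | Replicates: One well per compound | Doses: 5.6 µM nominal single concentration | Detection: Epi-absorbance fluorescence, 480 nm excitation, 530 nm emission | Incubation: 25 °C, 15 min preincubation, 25 min reaction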
PfM18AAP inh: blocks P. falciparum M18 aspartyl aminopeptidase. recombinant PfM18AAP, H-Glu-NHMec fluorogenic cleavage. AID 1822. inhibition, % at 7.35 µM. hit rate 1.2% among 290,000;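 active = inhibition above the campaign mean inhibition over all tested compounds plus 3 SD, cut at about 28% in these data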;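 note: 0% = plate median of test compound wells and 100% = 2 mM ZnCl2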
GPR7 antag: blocks human GPR7 receptor signaling. GPR7-expressing cells, fluorescence antagonist assay. inhibition, % at 4.4 µM. hit rate 1.1% among 290,000; in the data active = inhibition above about 16%, passing the limit was not always enough;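 note: cells stimulated with the agonist NPW; 0% = agonist with vehicle and 100% = vehicle without agonist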
Target sequence (P48145 whole entry, looked up): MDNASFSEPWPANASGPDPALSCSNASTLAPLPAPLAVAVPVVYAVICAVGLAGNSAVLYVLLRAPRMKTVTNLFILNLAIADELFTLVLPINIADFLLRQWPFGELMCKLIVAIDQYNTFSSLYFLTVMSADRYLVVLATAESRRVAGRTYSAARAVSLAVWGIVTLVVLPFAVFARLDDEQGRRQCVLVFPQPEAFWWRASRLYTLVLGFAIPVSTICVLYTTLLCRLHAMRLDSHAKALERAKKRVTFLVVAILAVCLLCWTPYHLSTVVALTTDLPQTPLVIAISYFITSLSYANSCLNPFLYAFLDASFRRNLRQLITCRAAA
NALP1 inh: NALP1 inhibition; inhibition, % at 10 µM; S. cerevisiae NALP1/ASC/caspase-1 growth, X-gal OD620, 72 h; hit rate 0.61% among 280,000; in the data active = inhibition mostly above about 24%, no sharp cut-off; inactive = mostly below about 32%; note: some compounds called inactive have numbers as strong as hits
IDE act: IDE (human) activation, cell-based. hit rate 0.073% among 340,000. AID 493087. HEK cells, FAbeta-B cleavage, fluorescence polarization; 0% vehicle, 100% cell-free pure enzyme wells. P14735. activation, % at 5.96 µM;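 active = activation above the mean of all tested compounds plus 3 SD, set per screening campaign, cut at about 17% in these data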
PHOSPHO1 block: PHOSPHO1 (human) inhibition | inhibition, % at 13.3 µM | hit rate 1.1% among 290,000 | recombinant PHOSPHO1, absorbance phosphatase assay | Q8TCT1; in the data active = inhibition above about 60%
Target sequence (Q8TCT1 whole entry, looked up): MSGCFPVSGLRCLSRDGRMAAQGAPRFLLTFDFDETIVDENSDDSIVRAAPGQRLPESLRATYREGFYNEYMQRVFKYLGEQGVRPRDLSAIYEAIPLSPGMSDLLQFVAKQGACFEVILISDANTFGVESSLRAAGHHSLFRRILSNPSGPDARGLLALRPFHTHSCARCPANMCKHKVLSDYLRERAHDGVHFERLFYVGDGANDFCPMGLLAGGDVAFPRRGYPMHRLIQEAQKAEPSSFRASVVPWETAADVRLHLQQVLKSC
VIM-2 inh: inhibitors of Pseudomonas aeruginosa VIM-2 metallo-beta-lactamase; purified VIM-2, nitrocefin hydrolysis, epi-absorbance fluorescence; inhibition, % at 5.6 µM; hit rate 0.89% among 290,000;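 active = inhibition above the mean of all tested compounds plus 3 SD, cutoff set per screening run, cut at about 7.5% in these data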;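 note: red hydrolysis product quenches plate fluorescence so inhibitors raise well fluorescence; 0% = enzyme with DMSO and 100% = DMSO without enzyme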
IDE inh: cellular human IDE inhibition; P14735; AID 434962; inhibition, % at 5.59 µM; HEK cells, FAbetaB cleavage, fluorescence polarization; hit rate 0.41% among 320,000;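 active = percent inhibition above the average of all tested compounds plus 3 SD, set per screening campaign, cut at about 16% in these data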;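 note: IDE supplied by intact live HEK cells; FP after avidin binding of uncleaved biotin substrate so inhibition keeps polarization high; 0% = DMSO wells and 100% = 60 µM reference IDE inhibitor Ii1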
pCIP destab: compounds decreasing mouse p/CIP protein stability. AID 1984. F442A p/CIP-EGFP cells, EGFP fluorescence, 16 h. decrease of EGFP signal, % at 10 µM. hit rate 0.01% among 290,000. Q05BA5;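 active = EGFP signal decrease of at least 30% at 10 µM or well 3 SD below plate mean, unless failing retest; inactive = the rest, including hits failing retest or dose response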; note: some compounds called inactive have numbers as strong as hits; many of its hits are not listed in these tables
* = called active by the depositor; · = not tested or not shown.

The first four entries (preview)
SMILES	IMP-1 inhibitor	PfM18AAP inh	GPR7 antag	NALP1 inh	IDE act	PHOSPHO1 block	VIM-2 inh	IDE inh	pCIP destab
Cn1cc(CC(=O)NCCCN2CCOCC2)c2ccccc21	-4.7	-1.3	0.3	5.1	3.4	-32.7	-5.2	-0.6	3.0
COc1ccc(OC)c(-c2nnc(-c3ccc(C)o3)o2)c1	-2.0	2.3	-5.1	43.5	-0.5	-33.3	-6.1	5.6	4.2
C/C(=N\NC(=O)Cc1ccc(Cl)cc1)c1cccc(NC(=O)c2cccnc2)c1	-3.2	-9.6	0.2	12.5	7.6	12.3	-1.4	·	-6.8
O=C(NC(=S)Nc1ccc(Br)cn1)c1cccnc1	-1.9	-9.0	-3.4	6.5	1.3	50.9	0.4	-0.2	0.1

The listing (from the top)
SMILES	IMP-1 inhibitor	PfM18AAP inh	GPR7 antag	NALP1 inh	IDE act	PHOSPHO1 block	VIM-2 inh	IDE inh	pCIP destab
Cn1cc(CC(=O)NCCCN2CCOCC2)c2ccccc21	-4.7	-1.3	0.3	5.1	3.4	-32.7	-5.2	-0.6	3.0
COc1ccc(OC)c(-c2nnc(-c3ccc(C)o3)o2)c1	-2.0	2.3	-5.1	43.5	-0.5	-33.3	-6.1	5.6	4.2
C/C(=N\NC(=O)Cc1ccc(Cl)cc1)c1cccc(NC(=O)c2cccnc2)c1	-3.2	-9.6	0.2	12.5	7.6	12.3	-1.4	·	-6.8
O=C(NC(=S)Nc1ccc(Br)cn1)c1cccnc1	-1.9	-9.0	-3.4	6.5	1.3	50.9	0.4	-0.2	0.1
Cc1ccc2cc(CCNC(=O)CC(C)(C)C)c(=O)[nH]c2c1C	-1.7	2.4	-6.4	24.3	-3.9	-6.2	-4.2	-0.6	-11.3
O=C(NCCNc1ccc(Cl)cc1[N+](=O)[O-])c1ccccc1F	0.6	-4.4	3.9	12.2	0.8	-11.3	0.6	2.5	15.1
O=C(Cn1c(=O)oc2cc(S(=O)(=O)N3CCCC3)ccc21)NCc1ccccn1	-3.7	4.4	-3.4	30.3	8.9	38.3	3.3	-0.3	-15.2
CCOc1ccc(C(CCc2ccccc2)NC(=O)c2ccccc2)cc1OCC (centres undefined)	-1.3	0.7	8.6	3.9	2.5	1.0	-0.3	1.6	1.7
CC(C)C1Nc2ccc(C(=O)N3CCN(c4ccccn4)CC3)cc2NC1=O (centres undefined)	-0.1	14.8	-4.0	20.7	2.0	52.8	0.3	-2.8	0.4
O=c1[nH]nc(SCc2cc(Cl)ccc2Cl)c(=O)[nH]1	-2.6	5.4	-2.9	9.8	6.1	28.3	-2.8	2.5	5.1
CCn1cc(S(=O)(=O)CC(=O)Nc2cc(C)on2)c2ccccc21	-0.8	-2.5	-11.9	-2.5	5.0	15.9	-3.5	-0.6	-14.7
CC(=O)NS(=O)(=O)c1ccc2sc(C)nc2c1	-1.6	22.0	-8.9	26.4	1.2	29.8	-3.6	7.7	1.5
Cc1ccc(CSc2nnc(-c3ccccc3N)c(=O)[nH]2)cc1	-3.8	-0.2	-6.0	12.9	4.5	102.0*	-2.3	-3.2	-5.0
Cn1c(CCNC(=O)c2ccccc2)nc2cc(NC(=O)c3ccco3)ccc21	-2.4	6.7	-5.0	9.6	4.2	20.0	-3.5	2.8	-4.1
c1cc2c(cc1CN1CCOCC1)OCO2	-1.8	10.1	-7.8	5.8	9.6	-4.2	1.0	-0.7	8.6
O=C(N/N=C/c1ccc(Br)cc1)c1cc[n+]([O-])cc1	-1.2	-8.0	-7.9	21.2	-0.6	11.0	-0.5	-0.9	-10.1
CCCCNC(=O)c1ccccc1SCc1c(C)noc1C	-1.9	4.5	-16.1	6.5	1.0	38.3	-1.6	0.2	-5.4
Cc1ccc(NC(=O)CSC(N)=O)cc1Cl	-3.0	5.8	-5.8	15.0	-4.3	-8.7	-3.7	10.5	3.4
CC(C)CNC(=O)NC(=O)CSc1nc2ccccc2n1CC(C)C	-3.6	10.6	-16.5	6.2	5.9	25.7	-6.0	-4.2	-9.3
CN1CCN(Cc2nc3c(c(=O)[nH]c(=O)n3C)n2CCc2ccccc2)CC1	-2.5	3.3	1.8	4.3	0.0	-19.5	-3.9	-0.2	3.2
CCCCNC(=O)CSc1nc2cc3c(cc2c(=O)n1Cc1ccco1)OCO3	-3.5	2.4	-5.6	-6.2	1.6	-6.2	-1.2	1.9	-3.4
Cn1ccsc1=NC(=O)c1ccc(S(C)(=O)=O)c([N+](=O)[O-])c1	-1.9	-2.0	-15.2	3.7	-1.8	9.6	2.0	-1.0	-19.2
NC(=O)c1ccc(C(F)(F)F)cn1	-3.0	0.6	-7.5	14.6	1.5	45.4	-2.4	1.8	-1.3
COc1cc(S(N)(=O)=O)c(OC)cc1N	-3.9	4.2	-17.4	30.2	3.1	37.7	-2.9	2.5	-1.4
CCOc1ccccc1-c1cc(C(=O)N/N=C(\C)c2cccnc2)c2ccccc2n1	-2.7	1.1	-21.6	24.8	-1.7	35.2	-1.7	-7.6	-13.8
Clc1cccc(Cl)c1OCCCCN1CCCCC1	-2.4	2.1	-12.0	4.9	1.2	40.1	-2.6	-2.6	-6.2
Oc1[nH]c2ccccc2c1C1=NCCCCC1	1.0	-2.7	5.4	-7.0	2.7	39.7	1.6	4.9	-15.2
COCCn1c(=O)[nH]c2cc(C(=O)NCc3cccnc3)ccc2c1=O	-5.1	-7.0	-8.8	·	-0.2	2.9	0.8	-1.3	-9.0
C=CC(O)Cc1c(C)n[nH]c1C (centres undefined)	-1.0	-1.5	4.1	-7.3	8.8	13.4	-2.5	1.5	-2.1
CCOC(=O)N1CCN(C(=S)NCCOC)CC1	-1.7	-1.1	-6.4	-1.4	-1.3	4.6	-0.8	0.0	-15.8
O=C(NN1C(=O)/C(=C/c2cccs2)SC1=S)c1ccccc1	0.0	4.9	-3.8	31.2	-1.9	14.1	0.4	0.1	-1.8
O=C(CSc1ccccc1)NCCCN1CCOCC1	-0.7	-2.2	-9.2	-0.3	2.2	-10.0	-1.8	-4.5	-9.9
O=C(NN1C(=O)C2C3C=CC(C4CC34)C2C1=O)c1ccc(Cl)cc1Cl (centres undefined)	-0.9	-4.4	-4.6	11.0	8.1	32.5	-3.0	1.5	-4.6
N#Cc1cc2c(nc1SCc1ccc(Cl)cc1)CCCC2	-2.0	0.5	3.2	10.8	0.2	-19.8	-1.6	0.9	-12.9
c1ccc(-c2nnc(C(c3ccccc3)c3ccccc3)o2)cc1	-5.2	6.5	8.7	20.7	1.1	4.9	-0.6	7.0	-3.1
CC(=O)Nc1ccc(SCC(=O)Nc2ccccc2-c2ccccc2)cc1	-1.0	-0.4	-0.6	15.9	-2.0	17.4	-2.5	4.4	6.4
Cc1c(C(=O)N(C)c2cccc(Cl)c2)cnn1-c1ccccc1	-0.4	-9.4	-4.1	2.0	-0.9	8.3	0.6	3.1	-5.9
O=C(CCC(=O)c1cccs1)NC(c1ccccc1)c1ccccc1	-1.2	0.1	14.8	-9.7	-3.4	-1.4	0.4	7.0	3.9
O=C(O)CN1C(=O)/C(=C\c2cc(Br)ccc2OCc2ccc([N+](=O)[O-])cc2)SC1=S	0.1	-12.7	8.0	2.8	-3.3	·	2.3	-3.1	-10.4
O=C(CCCc1ccccc1)NCc1ccccc1Cl	-2.4	-5.7	0.0	16.7	0.2	3.1	-0.1	-5.2	-6.0

Full records, looked up by structure. Order of values: IMP-1 inhibitor, PfM18AAP inh, GPR7 antag, NALP1 inh, IDE act, PHOSPHO1 block, VIM-2 inh, IDE inh, pCIP destab
Listed for Cn1ccsc1=NC(=O)c1ccc(S(C)(=O)=O)c([N+](=O)[O-])c1 : -1.9, -2.0, -15.2, 3.7, -1.8, 9.6, 2.0, -1.0, -19.2
Listed for CCCCNC(=O)c1ccccc1SCc1c(C)noc1C : -1.9, 4.5, -16.1, 6.5, 1.0, 38.3, -1.6, 0.2, -5.4

Carrying on:
SMILES	IMP-1 inhibitor	PfM18AAP inh	GPR7 antag	NALP1 inh	IDE act	PHOSPHO1 block	VIM-2 inh	IDE inh	pCIP destab
CC(C)(C)c1ccc(-c2noc(CCC(=O)NCc3ccco3)n2)cc1	-0.2	8.8	-8.3	-19.6	-2.4	32.5	0.3	1.2	-0.2
CCN(CC)S(=O)(=O)c1cc(C(=O)O)ccc1OC	-3.4	-0.5	-1.8	·	2.9	-5.6	-2.3	-11.8	-1.5
CCOCCC(=O)Nc1cc(Cl)ccc1OC	0.3	0.4	-0.3	1.0	-5.0	4.2	-4.0	2.2	-14.6
CCOc1ccc(C(C)=O)cc1COc1ccc(C)nc1[N+](=O)[O-]	-1.1	-0.8	5.8	6.3	-0.2	23.9	2.6	-2.3	-9.2
O=[N+]([O-])c1cc2cccnc2c2ncccc12	-2.7	1.2	-10.4	7.9	·	45.0	-1.0	-7.4	3.0
CCOC(=O)c1cc(C)sc1NC(=O)CN1CCN(C(=O)C2CCCO2)CC1 (centres undefined)	-0.2	1.8	-14.6	2.8	5.7	18.5	0.1	-1.6	-0.7
CCN1CCc2nc(NC(=O)CC(c3ccccc3)c3ccccc3)sc2C1	-0.9	0.9	-3.4	15.8	4.8	-15.0	-1.9	0.3	10.5
Cc1ccc(CCNC(=O)Cn2cccc2)cc1	-3.2	-12.5	-3.2	·	0.8	9.7	-0.8	8.8	-5.5
Cc1ccc2nc(NS(C)(=O)=O)sc2c1	-2.3	-6.1	0.6	12.5	0.9	15.3	-2.2	2.0	-2.5
CC(C)COC(=O)C1[C@H]2C(=O)N(Cc3cccs3)C[C@]23C=C[C@H]1O3 (some centres undefined)	-3.5	-6.8	-7.6	19.0	-0.6	-23.9	-2.7	-1.7	-7.0
CCOC(=O)N1CCN(C(=O)CSc2ccc(-c3ccc(OC)cc3)nn2)CC1	-3.5	1.9	-19.8	-1.4	5.1	68.5*	-1.0	-1.1	-2.6
COCCN1C(=O)N[C@@H](CCc2ccccc2)C(C(C)=O)=C1C	0.5	2.2	-6.0	13.5	·	10.9	-2.0	2.3	-8.1
CCOc1ccccc1N1CCN(C(=O)COc2ccc3c(C)cc(=O)oc3c2)CC1	-6.0	1.8	8.5	-6.5	-2.9	-1.7	-1.9	-0.5	-1.8
Cc1csc(NC(=O)C2COc3ccccc3O2)n1 (centres undefined)	-0.7	4.3	0.1	12.8	1.0	0.3	0.4	-3.9	-3.2
COC(=O)c1sc2nc(SCC(=O)N(C)c3ccccc3)n(N)c(=O)c2c1C	-3.0	-13.3	-5.2	10.0	3.5	-12.6	-2.3	-0.4	-0.8
CSc1ccccc1NC(=O)c1cnccn1	-3.2	6.2	-16.9	25.6	3.6	31.2	-3.8	-2.0	-1.9
Cc1ccc(C(=O)NCCSc2c(C)[nH]c3ccccc23)cc1[N+](=O)[O-]	0.3	-4.8	18.2	18.7	-4.0	-8.6	-1.8	5.0	-8.5
Cc1ccccc1OCC(=O)N/N=C/c1sc(=O)n(Cc2cccc(C(=O)O)c2)c1Cl	-0.5	-22.1	-5.5	21.2	-4.0	23.7	-2.3	10.9	-10.1
CN(C)c1ccc(-c2c(-c3ccc4c(c3)OCO4)noc2-c2ccsc2)cn1	-2.0	-9.1	-2.5	23.9	5.3	20.9	-1.6	-2.8	2.5
O=C(CSc1nnc(-c2ccncc2)n1Cc1ccco1)Nc1nccs1	-3.1	1.9	-10.7	31.3	0.4	-8.0	-4.2	1.6	1.9
COc1ccccc1N(C(=O)CNC(=O)c1ccco1)C(C(=O)NC1CCCC1)c1ccco1 (centres undefined)	-0.8	-2.1	24.4*	31.9	4.2	35.9	-2.8	-5.8	7.3

Assay outcomes: PubChem, several laboratories
